Dynein cargo inh = dynein cargo transport inhibition; 3617.4 mouse cells, GR-EGFP nuclear translocation imaging; test concentration mostly 20 µM; stimulated with dexamethasone, 1 µM; hits give low values; actives 0.47% (n = 220,000); z-score, hits read low;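 active means plate z-score of nuclear minus cytoplasmic receptor signal below a set negative limit, without overly bright fluorescence or cell loss, cut at about -3.5 in these data, passing the limit was not always enough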;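 further: z-score of nuclear minus cytoplasmic ring GR-EGFP intensity difference per well; some compounds called inactive have numbers as strong as hits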
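Buffer or medium: tetracycline-free induction medium containing charcoal-stripped FBS / Reagent: dexamethasone agonist, 1.0 µM final, for 30 min / Technique: automated 10x imaging of fixed Hoechst-stained cells / Times: induction 48 h, compound 1 h, agonist 30 min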
Autophagy HCS = alters autophagy in cells. MEF GFP-LC3 puncta imaging; test concentration mostly 10 µM. calls only at 10 µM (by protocol). actives 0.98% (n = 190,000). AID 463193;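 active means percentage of spot-positive cells more than 3 SD above its plate mean, without a fluorescence outlier flag or 80% toxicity; inconclusive means no clear call, values can overlap the other calls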;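 further: spot-positive cell cutoff set from DMSO-treated cells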
T cell HTS = modulates CD8 T cell binding to vesicles. 2C CD8+ T cell-vesicle binding, flow cytometry; hits give low values. calls only at 7 µM. actives 0.068% (n = 330,000);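 active means response, share of CD8 T cells binding vesicles, and their 90th percentile fluorescence all below set limits, cut at about 80% in these data, passing the limit was not always enough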
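material = purified 2C TCR transgenic mouse naive CD8+ T cells | controls = Unloaded micro-vesicles (low), QL9 vesicles with 0.7% DMSO (high) | detection = cytometric PE anti-B7-1 and Alexa647 anti-CD8 signals after 1% paraformaldehyde fixation | incubation = binding step 1.5 h, 37 °C, antibody labelling 20 min, ice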
M17LAP inhibition = P. falciparum M17LAP inhibitors, primary screen, biochemical, fluorogenic H-Leu-NHMec substrate, 1536-well (AID 1619); recombinant M17LAP, H-Leu-NHMec fluorogenic kinetic assay; higher % means a stronger effect; one-dose inhibition, % at 30 µM; IC50 in µM for titrated hits; actives 0.38% (n = 220,000);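 active means compound inhibiting the enzyme by more than half at any dose during confirmatory dose-response retesting; inconclusive means strong single-dose inhibitors picked by rank but not retested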;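 further: plate controls were full reaction with DMSO carrier for no effect and no enzyme background for full effect; strong numbers were not always called active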
WT yeast gro inh = growth inhibition of WT yeast, mitochondrial fusion screen | mitochondrial fusion phenotypic screen, WT strain | actives 2.1% (n = 190,000) | AID 1362 | inhibition, % at 10 µM; in the data active means inhibition above about 58%; tested in S. cerevisiae
MT stabilizer = microtubule stabilization, imaging screen. HeLa tubulin immunostaining HCS, 24 h; share of cells brighter than vehicle mean+2SD. % tubulin-high responders, % at 10 µM. actives 0.83% (n = 200,000). AID 2205;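 active means plate Z-score above 3 for both tubulin-high and condensed-nucleus cell shares, with cell loss under 80%, at 10 µM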;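 further: anti alpha tubulin signal scored within the nucleus-defined area of each cell; some results filed as inactive read as strong as hits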
P. falciparum M1AAP = malaria alanyl aminopeptidase activity blockers – biochemical, fluorogenic H-Leu-NHMec substrate, 1536-well (AID 1445). recombinant M1AAP, H-Leu-NHMec fluorogenic kinetic assay; higher % means a stronger effect. actives 0.42% (n = 220,000). one-dose inhibition, % at 30 µM; IC50 in µM for titrated hits;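 active means primary inhibition above the hit cutoff, then over 50% inhibition at one or more dose response concentrations, cut at about 23% in these data, passing the limit was not always enough; inconclusive means conflicting primary data, or primary hits not chosen for dose response; inactive means low primary inhibition, or under 50% at every dose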;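 further: plate controls were DMSO full reaction for no effect and no enzyme background for full effect; strong numbers were not always called active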
bCat nuc transl = beta-catenin nuclear translocation modulation; actives 0.3% (n = 190,000); AID 1665; nuclear translocation activity, % at 5 µM; HeLa beta-catenin nuclear translocation, immunofluorescence imaging;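 active means nuclear translocation activity above 50% at 5 µM, with a well cell count of 50 or more; inconclusive means wells under 50 cells across six images, flagged as toxic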;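 further: per-cell ratio of nuclear to cytoplasmic median beta-catenin stain intensity; plate controls were DMSO negative control for no effect and GSK-3 inhibitor IX positive control for full effect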
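Signal – beta-catenin immunofluorescence imaging with DAPI · Test system – human HeLa cell line · Dosing – 5 µM primary single dose, 0.1% DMSO, 0.02–20 µM confirmation series · Measure – % activation, nuclear-to-cytoplasmic median beta-catenin signal ratio per cell · Incubation – 24 h compound exposure at 37°C, 5% CO2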
Yfh1-off respiration = enhancers of respiration in Yfh1-depleted yeast, dose response, Friedreich's ataxia, plus single-dose screen (AID 1465) | S. cerevisiae Yfh1-off respiration, WST-1 reduction, 72 h; higher fold induction means a stronger effect | fold induction at 50 µM; hits with a dose series show EC50 in µM | actives 0.074% (n = 220,000);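 active means fold induction of absorbance versus untreated yeast above a set limit, then at least 30% activation at any dose in follow-up; inconclusive means repeats straddling the limit, or above it without dose testing; inactive means fold induction below the set limit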;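 further: activators that raise dye reduction in frataxin-depleted yeast; strong numbers were not always called active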
WT yeast gro inh mutant strain = recorded beside WT yeast gro inh, whose call it bears; inhibition, %; mitochondrial fusion phenotypic screen, mutant strain inhibition
Dynein cargo inh cytoplasmic EGFP = second read-out of Dynein cargo inh, no call of its own (marks repeat the call); z-score; measured here: cytoplasmic GR-EGFP intensity; hits give high values
Dynein cargo inh nuclear GR-EGFP = also measured in Dynein cargo inh; calls as there; z-score; measured here: nuclear GR-EGFP intensity;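 lower value marks the stronger effect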
Dynein cargo inh cell count = recorded beside Dynein cargo inh, whose call it bears; z-score; measured here: cell count per field
bCat nuc transl cell count 5 µM = recorded beside bCat nuc transl, whose call it bears; cell count; measured here: cell count, cytotoxicity flag
T cell HTS vesicle-bound % = further read-out of T cell HTS, marked with its call; double positive events, %; measured here: CD8+ vesicle-bound cell fraction;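 binding gate set so that unloaded-vesicle control wells show 10% double positive cells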
MT stabilizer Hoechst-high % = recorded beside MT stabilizer, whose call it bears; % Hoechst-high responders; measured here: nuclear condensation Hoechst responders;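 share of cells brighter than vehicle mean plus two SD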
MT stabilizer cytotoxicity % = second read-out of MT stabilizer, no call of its own (marks repeat the call); toxicity, %; measured here: cytotoxicity by cell density;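 0% = mean cell density of plate MIN control wells and 100% = no cells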
Autophagy HCS cell loss 18 h = second read-out of Autophagy HCS, no call of its own (marks repeat the call); toxicity, %; measured here: cell loss, nuclei count;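 cell loss after 18 h compound exposure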
Numbers without * were called inactive; i = inactive; u = inconclusive; x = not tested or not shown. Compounds as they come. Share with any hit: about 4.4%.

SMILES	Dynein cargo inh	Dynein cargo inh cytoplasmic EGFP	Dynein cargo inh nuclear GR-EGFP	Dynein cargo inh cell count	Autophagy HCS	Autophagy HCS cell loss 18 h	T cell HTS	T cell HTS vesicle-bound %	M17LAP inhibition	WT yeast gro inh	WT yeast gro inh mutant strain	MT stabilizer	MT stabilizer Hoechst-high %	MT stabilizer cytotoxicity %	P. falciparum M1AAP	bCat nuc transl	bCat nuc transl cell count 5 µM	Yfh1-off respiration
COc1cc(/C=N/NC(=O)C(=O)NCc2cccnc2)ccc1O	-0.14	-0.24	-0.31	-0.051	i	27	i	22	6%	14	5	4.4	2.9	6.2	13%	1.1	915	i
N#Cc1ccc(C(=O)NC2CCCc3ccccc32)cc1 (stereo unspecified)	-0.85	-0.15	-0.42	0.91	i	1	i	48	3%	-3	0	7.7	2.6	7.7	6%	3.9	1072	i
COc1ccccc1NC(=O)OCC#CCOC(=O)Nc1ccccc1OC	0.48	-0.27	-0.18	0.47	x	x	i	60	0%	x	x	x	x	x	6%	0.5	1278	i
COc1ccc(Br)cc1CNC(=O)C1CCCN(S(C)(=O)=O)C1 (stereo unspecified)	0.16	-0.08	0.4	0.52	i	3	i	7	2%	14	21	2.3	2.8	10	3%	x	x	i
CCOC(=O)N1CCN(C(c2cccnc2)c2ccc3cccnc3c2O)CC1 (stereo unspecified)	1.2	-0.11	0.75	-1	i	9	i	47	4%	4	7	1.8	1.1	14	-1%	11	927	u
COc1ccc(C2/C(=C(/O)c3ccccc3)C(=O)C(=O)N2c2ccccn2)cc1OC (stereo unspecified)	0.093	0.071	0.2	0.063	i	-26	i	30	0%	-5	2	4.2	2.1	4.8	4%	0.9	1501	i
Cc1ccc(C)c(NC(=O)C2CC3c4ccccc4C2c2ccccc23)c1 (stereo unspecified)	-0.48	-0.2	-0.45	-0.073	i	-18	i	39	-2%	-7	-10	6.1	2.7	6.1	3%	-3.4	1392	i
COc1cccc(OCCNc2cc(N3CCOCC3)ccc2[N+](=O)[O-])c1	0.44	-0.18	0.57	-1.6	i	6	i	44	6%	16	-27	2.4	1.4	4.0	5%	-0.7	946	i
COc1ccccc1NC(=O)CSc1nnc(-c2ccc(C)cc2)o1	-0.013	-0.46	-0.1	0.8	i	8	i	34	x	x	x	3.0	3.3	7.9	x	-2.6	928	i
Cc1ccc(NC(=O)Cn2c(/C=C/c3ccccc3)nc3ccccc32)cc1C	2.1	-0.16	0.37	-1.6	i	29	i	24	0%	64	65	1.6	1.3	2.5	7%	-0.8	1039	i
CC(C)CCNC(=O)C(C)N(C(=O)c1snc(C(N)=O)c1N)c1cnc2ccccc2c1 (stereo unspecified)	-2.2	6	-0.34	0.96	i	9	i	48	-7%	0	15	1.0	2.2	11	3%	-1.5	1139	i
COc1ccc(CCN2C(=O)NC(NS(=O)(=O)c3ccc(N)cc3)(C(F)(F)F)C2=O)cc1OC (stereo unspecified)	0.9	-0.21	0.57	0.56	i	8	i	47	23%	5	-8	3.7	2.0	7.4	2%	2.6	605	i
Cc1cc(C)nc(N/N=C/C2=C(N3CCOCC3)C(=C/c3ccccc3)/CC2)n1	-0.033	-0.23	-0.32	-0.39	i	12	i	36	23%	33	-2	3.2	4.3	5.0	17%	x	x	i
CC(=O)c1ccc(OCC(O)CN2C(C)(C)CC(O)CC2(C)C)cc1 (stereo unspecified)	0.62	-0.049	0.44	-0.33	i	6	i	30	8%	15	-16	4.2	2.3	6.5	1%	x	x	i
N#Cc1ccc(NC(=O)COC(=O)CCNS(=O)(=O)c2ccccc2)cc1	-1.2	-0.23	-0.46	1.7	i	4	i	37	2%	-20	-6	2.5	1.8	5.7	7%	-0.8	963	i
COc1ccc(CN(Cc2ccc(C(=O)O)cc2)C(=S)Nc2ccccc2F)cc1OC	-0.29	-0.34	0.21	0.69	i	12	i	30	12%	-9	12	5.2	2.8	4.5	8%	-2.1	1186	i
CC(=O)SC1CC(=O)N(c2c(C)cccc2C)C1=O (stereo unspecified)	-0.47	-0.11	0.13	0.78	x	x	i	28	1%	x	x	x	x	x	0%	0.9	1257	i
COc1ccc(S(=O)(=O)N(CC(=O)Nc2ccc(S(=O)(=O)N3CCOCC3)cc2)Cc2ccc(F)cc2)cc1	0.38	-0.22	0.52	-0.14	i	-1	i	6	-10%	4	4	2.2	2.1	13	7%	0.8	1095	i
CCOC(=O)c1sc(NC(=O)c2ccc(S(=O)(=O)N3CCOCC3)cc2)nc1-c1ccccc1	0.15	-0.27	-0.032	0.67	i	-4	i	54	-2%	-16	-8	2.9	2.9	3.9	2%	1.7	1036	i
O=C(C[n+]1cccc(CNC(=O)c2ccc(OC(F)F)cc2)c1)Nc1ccccc1Cl	-0.86	-0.049	-0.69	-0.031	i	3	i	30	1%	-11	-1	5.7	2.7	5.7	12%	-2.1	1124	i
CCOC(=O)c1c(NC(=O)Cn2c(C)nc3ccccc32)sc2c1CCC2	-0.34	-0.072	0.06	-0.23	i	0	i	7	2%	15	11	2.6	1.6	7.9	11%	-0.4	1077	i
COc1ccc(/C=N/NC(=O)c2ccccc2Cl)cc1CSc1nc2ccccc2s1	0.032	-0.2	-0.18	1.4	i	48	i	36	-1%	x	x	17	59	32	8%	332*	349*	i
Cc1cc(C)cc(NC(=O)C(OC(=O)c2sccc2C)c2ccccc2)c1 (stereo unspecified)	1.5	-0.22	1	-0.4	i	12	i	43	10%	3	-5	3.1	2.9	7.3	13%	0.4	1040	i
O=C(c1ccc(Br)o1)N1CCN(c2ncccn2)CC1	-0.78	-0.14	-0.45	0.9	i	-2	i	34	-6%	12	-7	1.6	2.0	5.8	0%	0.4	1199	i
COC(=O)N/N=C/c1ccc(OC(=O)/C=C/c2ccco2)cc1	-0.63	-0.19	-0.29	1.1	x	x	i	56	-7%	x	x	x	x	x	3%	-0.7	1199	i
C(=N\Nc1nncc2ccccc12)/c1ccccc1	-0.64	-0.28	-0.37	0.61	x	x	i	28	-13%	x	x	x	x	x	1%	-1.1	1235	i
O=C(CCCC(=O)OCC(=O)c1ccc(Cl)cc1Cl)Nc1cc(C(F)(F)F)ccc1Cl	-0.46	-0.19	-0.38	1	i	-1	i	34	-6%	11	64	2.7	1.4	7.2	-1%	-0.5	1355	i
O=[N+]([O-])c1cc(-c2nc(-c3ccncc3)no2)ccc1Cl	0.51	-0.12	0.43	-0.23	i	33	i	50	8%	3	1	3.1	1.4	1.2	-2%	-1.9	982	i

Single records (already shown).
Results for COc1ccc(C2/C(=C(/O)c3ccccc3)C(=O)C(=O)N2c2ccccn2)cc1OC (stereo unspecified) → Dynein cargo inh = 0.093; Dynein cargo inh cytoplasmic EGFP = 0.071; Dynein cargo inh nuclear GR-EGFP = 0.2; Dynein cargo inh cell count = 0.063; Autophagy HCS = i; Autophagy HCS cell loss 18 h = -26; T cell HTS = i; T cell HTS vesicle-bound % = 30; M17LAP inhibition = 0%; WT yeast gro inh = -5; WT yeast gro inh mutant strain = 2; MT stabilizer = 4.2; MT stabilizer Hoechst-high % = 2.1; MT stabilizer cytotoxicity % = 4.8; P. falciparum M1AAP = 4%; bCat nuc transl = 0.9; bCat nuc transl cell count 5 µM = 1501; Yfh1-off respiration = i
Results for N#Cc1ccc(C(=O)NC2CCCc3ccccc32)cc1 (stereo unspecified) → Dynein cargo inh = -0.85; Dynein cargo inh cytoplasmic EGFP = -0.15; Dynein cargo inh nuclear GR-EGFP = -0.42; Dynein cargo inh cell count = 0.91; Autophagy HCS = i; Autophagy HCS cell loss 18 h = 1; T cell HTS = i; T cell HTS vesicle-bound % = 48; M17LAP inhibition = 3%; WT yeast gro inh = -3; WT yeast gro inh mutant strain = 0; MT stabilizer = 7.7; MT stabilizer Hoechst-high % = 2.6; MT stabilizer cytotoxicity % = 7.7; P. falciparum M1AAP = 6%; bCat nuc transl = 3.9; bCat nuc transl cell count 5 µM = 1072; Yfh1-off respiration = i
Results for COc1ccc(S(=O)(=O)N(CC(=O)Nc2ccc(S(=O)(=O)N3CCOCC3)cc2)Cc2ccc(F)cc2)cc1 → Dynein cargo inh = 0.38; Dynein cargo inh cytoplasmic EGFP = -0.22; Dynein cargo inh nuclear GR-EGFP = 0.52; Dynein cargo inh cell count = -0.14; Autophagy HCS = i; Autophagy HCS cell loss 18 h = -1; T cell HTS = i; T cell HTS vesicle-bound % = 6; M17LAP inhibition = -10%; WT yeast gro inh = 4; WT yeast gro inh mutant strain = 4; MT stabilizer = 2.2; MT stabilizer Hoechst-high % = 2.1; MT stabilizer cytotoxicity % = 13; P. falciparum M1AAP = 7%; bCat nuc transl = 0.8; bCat nuc transl cell count 5 µM = 1095; Yfh1-off respiration = i

Assay outcomes deposited in PubChem by several laboratories.
